BAP1 block – inhibitors of BAP1 deubiquitinase, primary screen, biochemical, Ub-AMC fluorescence, kinetic. Ubiquitin carboxyl-terminal hydrolase BAP1 (Homo sapiens), Q92560. recombinant BAP1, Ub-AMC hydrolysis fluorescence kinetic; hits give low values. activity remaining (% of control), % at 20 µM. actives 0.48% (n = 72,000);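 active means activity remaining at or below 50% of control, provided the compound also passes the data quality filters; inactive means the rest, including low values that fail the filters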;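 further: 100% = DMSO wells rate and 0% = substrate alone blank rate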
Target sequence (Q92560 whole entry, looked up): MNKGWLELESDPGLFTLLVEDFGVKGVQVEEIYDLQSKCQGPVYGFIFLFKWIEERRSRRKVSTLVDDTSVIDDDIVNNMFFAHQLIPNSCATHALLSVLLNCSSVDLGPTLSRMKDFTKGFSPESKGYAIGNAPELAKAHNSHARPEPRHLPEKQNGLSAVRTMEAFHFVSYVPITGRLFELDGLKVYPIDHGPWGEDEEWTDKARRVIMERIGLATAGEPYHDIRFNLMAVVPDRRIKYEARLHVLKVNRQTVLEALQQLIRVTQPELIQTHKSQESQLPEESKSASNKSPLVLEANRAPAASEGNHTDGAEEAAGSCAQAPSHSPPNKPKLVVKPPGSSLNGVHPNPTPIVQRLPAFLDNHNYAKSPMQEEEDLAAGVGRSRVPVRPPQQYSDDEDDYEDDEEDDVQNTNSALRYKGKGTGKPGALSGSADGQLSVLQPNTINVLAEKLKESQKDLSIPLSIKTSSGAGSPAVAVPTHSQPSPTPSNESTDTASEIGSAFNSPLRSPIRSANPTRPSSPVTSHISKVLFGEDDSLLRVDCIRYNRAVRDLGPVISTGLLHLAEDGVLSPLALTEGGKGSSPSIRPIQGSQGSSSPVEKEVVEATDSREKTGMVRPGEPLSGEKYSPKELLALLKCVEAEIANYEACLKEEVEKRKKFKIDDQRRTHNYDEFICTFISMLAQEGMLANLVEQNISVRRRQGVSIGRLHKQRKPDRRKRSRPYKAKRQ
HePTP inhibitor – inhibitors of human HePTP phosphatase, primary screen, biochemical, absorbance, leukemia target | recombinant HePTP phosphatase activity, OD absorbance | AID 521, 2006 | Tyrosine-protein phosphatase non-receptor type 7 (Homo sapiens), P35236 | inhibition, % at 20 µM | actives 0.64% (n = 110,000); in the data active means inhibition above about 50%;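 further: plate controls were vehicle for no effect and reference inhibitor for full effect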
Target sequence (P35236 whole entry, looked up): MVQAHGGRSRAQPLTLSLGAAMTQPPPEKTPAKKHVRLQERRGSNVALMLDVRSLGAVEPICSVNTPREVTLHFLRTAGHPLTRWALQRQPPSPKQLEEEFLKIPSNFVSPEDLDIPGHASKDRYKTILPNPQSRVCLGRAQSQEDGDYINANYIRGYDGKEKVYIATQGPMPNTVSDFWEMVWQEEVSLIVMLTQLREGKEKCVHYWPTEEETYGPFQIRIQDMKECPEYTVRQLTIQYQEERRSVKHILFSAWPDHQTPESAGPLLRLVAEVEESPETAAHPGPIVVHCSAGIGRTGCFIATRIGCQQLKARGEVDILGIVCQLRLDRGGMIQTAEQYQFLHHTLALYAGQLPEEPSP
Starred values were filed as active, the others as inactive; ! = not active in a repeat.

What do the screens show for `Cc1noc(C)c1C(=O)N1CCc2ccccc21`?
BAP1 block: 69; HePTP inhibitor: 6

How did COc1cccc(C2C3=C(CCCC3=O)Nc3nc4ccccc4n32)c1OC (centres undefined) do in these assays?
HePTP inhibitor: -8

How did C1CCC(N2NC2C2NN2C2CCCCC2)CC1 (centres undefined) do in these assays?
HePTP inhibitor: -8

How did CCS(=O)(=O)n1nc(-c2ccccc2)nc1NCc1ccco1 do in these assays?
BAP1 block: 114; HePTP inhibitor: -12

How did CCC(c1nnnn1CCc1ccccc1)N1CCN(c2ccc(OC)cc2)CC1 (centres undefined) do in these assays?
BAP1 block: 100; HePTP inhibitor: 14

How did Cc1cc(C(F)F)n2nc(C(=O)Nc3ccc(S(=O)(=O)N4CCCCCC4)cc3)nc2n1 do in these assays?
HePTP inhibitor: 15

How did Cc1cc(C)nc(NN2C(=O)/C(=C/c3ccccc3)SC2=S)n1 do in these assays?
HePTP inhibitor: -13

Results for Cc1c(NC(=O)c2cc3n(n2)C(C(F)(F)F)CC(c2ccc(Cl)c(Cl)c2)N3)c(=O)n(-c2ccccc2)n1C (centres undefined) ?
HePTP inhibitor: -12

Results for O=c1[nH]nnc2c1sc1nc(N3CCOCC3)c3c(c12)CCCC3 ?
BAP1 block: 92; HePTP inhibitor: 5

How did CCc1ccccc1NC(=O)/C(C#N)=C/c1cn(CC(=O)Nc2ccccc2)c2ccccc12 do in these assays?
HePTP inhibitor: 0

What do the screens show for `Cc1cc(C)cc(OC(=O)C(C)N2C(=O)c3ccccc3C2=O)c1` (centres undefined)?
HePTP inhibitor: 5

Results for O=C(NCc1ccc2c(c1)OCO2)c1ccco1 ?
HePTP inhibitor: -6

9 structures already listed, arranged by SMILES length, lowest first.
How did C1CCC(N2NC2C2NN2C2CCCCC2)CC1 (centres undefined) do in these assays?
HePTP inhibitor: -8

What do the screens show for `Cc1noc(C)c1C(=O)N1CCc2ccccc21`?
BAP1 block: 69; HePTP inhibitor: 6

How did CCS(=O)(=O)n1nc(-c2ccccc2)nc1NCc1ccco1 do in these assays?
BAP1 block: 114; HePTP inhibitor: -12

How did Cc1cc(C)nc(NN2C(=O)/C(=C/c3ccccc3)SC2=S)n1 do in these assays?
HePTP inhibitor: -13

What do the screens show for `Cc1cc(C)cc(OC(=O)C(C)N2C(=O)c3ccccc3C2=O)c1` (centres undefined)?
HePTP inhibitor: 5

How did CCC(c1nnnn1CCc1ccccc1)N1CCN(c2ccc(OC)cc2)CC1 (centres undefined) do in these assays?
BAP1 block: 100; HePTP inhibitor: 14

How did CCc1ccccc1NC(=O)/C(C#N)=C/c1cn(CC(=O)Nc2ccccc2)c2ccccc12 do in these assays?
HePTP inhibitor: 0

How did Cc1cc(C(F)F)n2nc(C(=O)Nc3ccc(S(=O)(=O)N4CCCCCC4)cc3)nc2n1 do in these assays?
HePTP inhibitor: 15

Results for Cc1c(NC(=O)c2cc3n(n2)C(C(F)(F)F)CC(c2ccc(Cl)c(Cl)c2)N3)c(=O)n(-c2ccccc2)n1C (centres undefined) ?
HePTP inhibitor: -12

Further entries follow.
What do the screens show for `O=C1Nc2ccc(Br)cc2/C1=C/C(=O)c1ccc(Cl)cc1`?
HePTP inhibitor: -28

How did COC(=O)c1sc(NC(=O)C2CC3CCC2C3)c(C(N)=O)c1C (centres undefined) do in these assays?
HePTP inhibitor: 7

What do the screens show for `CCn1c(COc2ccc(Cl)cc2)nnc1SCC(=O)Nc1ccc2c(c1)OCO2`?
BAP1 block: 93; HePTP inhibitor: 3

Results for COC(=O)c1cn[nH]c1N ?
BAP1 block: 106; HePTP inhibitor: 4

How did COc1ccc(C)cc1NC(=O)c1cccnc1 do in these assays?
HePTP inhibitor: 6

What do the screens show for `COc1ccc(OCC(=O)N2CCN(C(=O)c3ccccc3)CC2)cc1`?
BAP1 block: 100; HePTP inhibitor: -1

Results for CCOC(=O)c1ccccc1NC(=O)CN(c1cccc(OC)c1)S(C)(=O)=O ?
BAP1 block: 94; HePTP inhibitor: -4

Results for COc1ccccc1Cc1noc(-c2ccc(Cl)cc2)n1 ?
HePTP inhibitor: 2

How did CCOC(=O)C1=C(C)N=c2s/c(=C\c3ccc(O)cc3)c(=O)n2C1c1cccc(OC)c1 (centres undefined) do in these assays?
HePTP inhibitor: 6

How did COC(=O)c1ccc(NC(=O)c2cccc(OC)c2)cc1 do in these assays?
BAP1 block: 92; HePTP inhibitor: -4

How did CCCOc1ccc(N2C(=O)CC(N(CCc3ccc(OC)c(OC)c3)C(C)=O)C2=O)cc1 (centres undefined) do in these assays?
HePTP inhibitor: 10

How did O=C(NCC1CCCO1)c1nn2c(c1Cl)NC(c1ccc(F)cc1)CC2C(F)(F)F (centres undefined) do in these assays?
BAP1 block: 96; HePTP inhibitor: 1

How did COc1ccc(N(CC(=O)Nc2ccc(I)cc2)S(=O)(=O)c2ccccc2)cc1 do in these assays?
HePTP inhibitor: 4

Results for CNC(=O)C1=NCCCc2cc(OC)c(OC)cc21 ?
BAP1 block: 101

Results for COc1cc(C(=O)Nc2ccc(N(C)C)cc2)c([N+](=O)[O-])cc1OC ?
HePTP inhibitor: -2

Results for O=C(N/N=C/c1ccc2c(c1)OCO2)c1ccccn1 ?
HePTP inhibitor: 5

What do the screens show for `Cc1cc(C)c2ccc(N)nc2c1O`?
BAP1 block: 86; HePTP inhibitor: 6

How did CN1C(=S)SC(/[N+]([O-])=C/c2cccnc2)C1(C)C (centres undefined) do in these assays?
BAP1 block: 101; HePTP inhibitor: 13

How did COCCn1c(COC)nc2ccccc21 do in these assays?
BAP1 block: 167; HePTP inhibitor: 7

How did O=C(Nc1ccc(Br)cn1)c1cc(F)c(F)cc1Cl do in these assays?
HePTP inhibitor: -12

Results for COC(=O)c1ccc(NC(=O)CN2CCN(c3ccc(Cl)cc3)CC2)cc1 ?
BAP1 block: 97; HePTP inhibitor: 9

Results for Cc1ccc(NS(=O)(=O)c2cccc(C(=O)Nc3cc(C)on3)c2)cc1 ?
BAP1 block: 93; HePTP inhibitor: 2

Results for COc1ccc(-c2nc3cc(NC(=O)C(C)C)ccc3o2)cc1OC ?
HePTP inhibitor: 6

Results for Cc1ccc(N2NC(=O)/C(=C/c3ccc(N4CCOCC4)cc3)C2=O)cc1 ?
HePTP inhibitor: 10

What do the screens show for `COc1ccc(CNc2oc(Cc3cccc4ccccc34)nc2C#N)cc1`?
BAP1 block: 79; HePTP inhibitor: 0

Results for CCOc1cccc(CN2CCN(c3cccc(C(F)(F)F)c3)CC2)c1O ?
BAP1 block: 87; HePTP inhibitor: 6

What do the screens show for `CC1=C(C)CC(C(=O)c2ccc(Br)cc2)C(C(=O)O)C1` (centres undefined)?
HePTP inhibitor: -14

Results for COc1ccc(C2C(C#N)=C(N)Oc3cc(N)ccc32)cc1 (centres undefined) ?
HePTP inhibitor: -13

What do the screens show for `COc1ccc(S(=O)(=O)N2CCN(Cc3ccc(F)cc3)CC2)cc1`?
HePTP inhibitor: -7

How did CC(C)CC(C(=O)Nc1ccccc1C(F)(F)F)N1C(=O)c2ccccc2C1=O (centres undefined) do in these assays?
BAP1 block: 168

What do the screens show for `COc1ccc2c(c1)Cc1sc(NC(C)=O)nc1-2`?
BAP1 block: 52; HePTP inhibitor: 1

How did O=C(N1CCCCC1)N1CCN(c2ccc(Cl)cc2)CC1 do in these assays?
BAP1 block: 120; HePTP inhibitor: 4

What do the screens show for `CCC(C)(C)n1nnnc1C(c1ccc2ncccc2c1)N1CCN2CCCC2C1` (centres undefined)?
BAP1 block: 68; HePTP inhibitor: 5

What do the screens show for `COc1cc(CN(C)CCc2ccccn2)cc(OC)c1OC`?
BAP1 block: 101; HePTP inhibitor: 7

What do the screens show for `Cc1cc(C)n(-c2cc(=O)n(C)c(=O)n2C)n1`?
HePTP inhibitor: 6

How did Cc1nc(C)c(C(=O)C2=C(O)C(=O)N(CCN3CCOCC3)C2c2cccnc2)s1 (centres undefined) do in these assays?
BAP1 block: 86; HePTP inhibitor: -1

What do the screens show for `COc1ccc(OC)c(-c2oc3ccccc3c(=O)c2O)c1`?
BAP1 block: 115; HePTP inhibitor: 5

How did COc1ccccc1C(=O)N1CCCC(c2nc(-c3cc(OC)c(OC)c(OC)c3)no2)C1 (centres undefined) do in these assays?
BAP1 block: 94; HePTP inhibitor: 4

How did Cc1cc(OCC(=O)Oc2ccccc2)c([N+](=O)[O-])cc1Cl do in these assays?
HePTP inhibitor: -24

What do the screens show for `Cc1cc(N2CCC(C)CC2)n2c(nc3ccccc32)c1C#N`?
HePTP inhibitor: 2

How did COc1cc(OC)cc(C(=O)N(Cc2nc(-c3cccc(C)c3)no2)C(C)C)c1 do in these assays?
BAP1 block: 115; HePTP inhibitor: -1

Results for CC(=O)Nc1ccc(S(=O)(=O)/N=C2/NC(=O)CS2)cc1 ?
HePTP inhibitor: -4

What do the screens show for `CCCCn1nnnc1NCc1cccnc1`?
BAP1 block: 131; HePTP inhibitor: 9

What do the screens show for `O=C1c2ccccc2C(=O)N1CC#CCN1CCN(C2CCCCC2)CC1`?
BAP1 block: 119; HePTP inhibitor: 1

Results for Cc1c(NC(=O)c2ccc(-c3cccc(Cl)c3)o2)cccc1-c1nc2ncccc2o1 ?
HePTP inhibitor: -5

Results for COc1ccccc1CN1CCN(C(=O)c2c(OC)cccc2OC)CC1 ?
BAP1 block: 53

Results for COc1cc(OC)c(OC)cc1CNc1cccc(C)c1 ?
HePTP inhibitor: -3

What do the screens show for `Cc1nn(-c2ccccc2)c2c1C(c1c(Cl)cccc1Cl)C(C#N)=C(N)O2` (centres undefined)?
HePTP inhibitor: 13

Results for C#CCN1CC(C)/C(=N/O)CC1C (centres undefined) ?
BAP1 block: 107; HePTP inhibitor: 1

What do the screens show for `COc1cccc(C(=O)NCc2nnc(SCC(=O)Nc3nccs3)n2-c2ccccc2)c1`?
BAP1 block: 87; HePTP inhibitor: 10

What do the screens show for `COC(=O)c1c(NC(=O)c2ccccc2OC)sc2c1C(C(=O)OC)CC2` (centres undefined)?
HePTP inhibitor: 5

How did NC(=O)c1c(NC(=O)c2cc3ccccc3o2)sc2c1CCC2 do in these assays?
BAP1 block: 185; HePTP inhibitor: 2

How did COC(=O)C1=C(C(=O)OC)SC(=C2C(=S)C(C)(C)N(C(=O)c3ccc4ccccc4c3)c3ccc(OC)cc32)S1 do in these assays?
HePTP inhibitor: -6

What do the screens show for `CCC(Oc1ccccc1)C(=O)N1CCN(c2ccccn2)CC1` (centres undefined)?
BAP1 block: 58; HePTP inhibitor: -5

How did Cc1oc2c(CN3CCCC3)c(O)ccc2c(=O)c1-c1ccc(Cl)cc1 do in these assays?
HePTP inhibitor: 6

What do the screens show for `Brc1ccc(-c2noc(C(c3ccccc3)c3ccccc3)n2)cc1`?
HePTP inhibitor: 3

Results for CCOC(=O)CCc1c(C)c2ccc(OCc3nn[nH]n3)c(C)c2oc1=O ?
HePTP inhibitor: -11

What do the screens show for `COc1ccc(C2C(C#N)=C(C)NC3=C2C(=O)CC(C)(C)C3)c(OC)c1` (centres undefined)?
BAP1 block: 79; HePTP inhibitor: 0

How did CCOC(=O)c1c(NC(=O)C2CC2)sc(C(=O)Nc2cccc(OC)c2)c1C do in these assays?
HePTP inhibitor: 3

Results for CCCCOC(=O)COc1ccc2c3c(c(=O)oc2c1C)CCC3 ?
HePTP inhibitor: 0

How did COC(=O)c1cc(NCc2ccc3c(c2)OCO3)ccc1N1CCOCC1 do in these assays?
BAP1 block: 92; HePTP inhibitor: 10

How did Cc1ccc(OCc2nc(C#N)c(N3CCN(Cc4ccccc4)CC3)o2)cc1 do in these assays?
BAP1 block: 86; HePTP inhibitor: -8

Results for Cc1ccc(S(=O)(=O)C(CC(=O)c2ccccc2)c2ccco2)cc1 (centres undefined) ?
HePTP inhibitor: -9

How did Cc1cc(C)n(S(=O)(=O)c2ccc(Br)cc2)n1 do in these assays?
HePTP inhibitor: -1

What do the screens show for `CCc1c(C)sc(NC(=O)c2cccnc2)c1C(N)=O`?
HePTP inhibitor: -4

Results for O=C(CCSc1nnc(-c2ccco2)o1)Nc1ccccc1 ?
BAP1 block: 90; HePTP inhibitor: 2

How did CCC(Sc1nc(N)cc(=O)[nH]1)C(=O)NC(C(=O)OC)c1ccccc1 (centres undefined) do in these assays?
BAP1 block: 68; HePTP inhibitor: 6

Results for CCN(CC)c1ccc(Nc2nc(-c3c(C)nc4ccccn34)cs2)cc1 ?
HePTP inhibitor: 8

How did N/C(=N\OC(=O)c1ccc(I)cc1)c1cccnc1 do in these assays?
HePTP inhibitor: 2

How did CCOC(=O)C1CCN(Cn2nc(-c3ccc(C)cc3)oc2=S)CC1 do in these assays?
HePTP inhibitor: 3

How did Cc1cc(C)cc(N(CC(=O)NC2CC3CCC2C3)S(C)(=O)=O)c1 (centres undefined) do in these assays?
BAP1 block: 86; HePTP inhibitor: 10

How did COc1ccc(CN(C(=O)c2ccco2)C2CC(C)N(C)CC2C)cc1 (centres undefined) do in these assays?
BAP1 block: 124; HePTP inhibitor: 102*!

What do the screens show for `CC(=O)CC(=O)Nc1ccc(C)c(Cl)c1`?
HePTP inhibitor: -7

Results for C=C(C)CN(CC)c1nc(N)c(C#N)c(CC#N)c1C#N ?
BAP1 block: 86; HePTP inhibitor: -4

Results for O=S1(=O)CCC(N2CCCCC2)C1 (centres undefined) ?
HePTP inhibitor: -1

Results for COc1ccc(OC)c(S(=O)(=O)Nc2cc(Cl)cc(Cl)c2)c1 ?
BAP1 block: 119; HePTP inhibitor: 5

2 entries picked at random from the list so far, as already listed:
Results for O=S1(=O)CCC(N2CCCCC2)C1 (centres undefined) ?
HePTP inhibitor: -1

Results for COc1ccc(OC)c(S(=O)(=O)Nc2cc(Cl)cc(Cl)c2)c1 ?
BAP1 block: 119; HePTP inhibitor: 5
